# OXTR agonist – activates the human oxytocin receptor; P30559; 320,000 tested, 0.32% active; activation, % at 3 µM; AID 2435; CHO-OTR cells, Fluo-8 calcium fluorescence; normalized: DMSO 0%, oxytocin 100%;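 active = activation above the mean of all tested compounds plus 3 SD, cutoff set per screening run, cut at about 20% in these data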;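 also: peak over basal fluorescence ratio from a 100 s FLIPR kinetic read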
# CHO parental Ca – signal in parental CHO cells, OX1R antagonist counter-screen; parental CHO-K1, ATP-induced calcium, Fluo-8 fluorescence; inhibition, % at 5.6 µM; 330,000 tested, 0.63% active; AID 463079;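 active = inhibition above that plate's mean sample inhibition plus 3 SD, cut at about 26% in these data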;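 also: 0% = ATP-challenged DMSO wells and 100% = DMSO wells without ATP; some compounds past the cut are filed as inactive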
#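 Material: Parental CHO cells | Reagent: ATP | Compound dosing: Single nominal dose of 5.6 µM per compound | Detection: Intracellular calcium via Fluo-8 no-wash fluorescent dye | Read-out: % inhibition of ATP-induced calcium mobilization | Benchmarks: Low control ATP plus DMSO, high control DMSO only | Replicates: Singlicate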
# M1 PAM – potentiates human M1 receptor response to acetylcholine | P11229 | CHO-K1 hM1, Fluo-8 calcium fluorescence, ACh EC20; 0% = ACh EC20, 100% = maximal ACh | activation, % at 3 µM | 360,000 tested, 0.088% active; in the data active = activation above about 19%, passing the limit was not always enough
# Target sequence (P11229 whole entry, looked up): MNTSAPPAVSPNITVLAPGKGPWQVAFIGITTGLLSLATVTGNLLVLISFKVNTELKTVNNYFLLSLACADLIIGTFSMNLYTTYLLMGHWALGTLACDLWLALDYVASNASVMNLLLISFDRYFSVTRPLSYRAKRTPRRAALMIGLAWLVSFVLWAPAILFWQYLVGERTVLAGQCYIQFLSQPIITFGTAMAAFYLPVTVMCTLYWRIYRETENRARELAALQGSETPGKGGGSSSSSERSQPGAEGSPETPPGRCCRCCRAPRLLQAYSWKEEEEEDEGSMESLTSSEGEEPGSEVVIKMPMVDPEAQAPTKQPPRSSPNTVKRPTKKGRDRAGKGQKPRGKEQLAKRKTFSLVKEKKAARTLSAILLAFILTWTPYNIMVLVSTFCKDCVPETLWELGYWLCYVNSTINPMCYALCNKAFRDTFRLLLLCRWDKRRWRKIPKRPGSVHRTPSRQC
# TAAR1 agonist – agonists of human TAAR1; Q96RJ0; CHO RD-HGA16 TAAR1, Fluo-8 calcium fluorescence; vehicle wells 0%, saturating PEA agonist 100%; activation, % at 3 µM; 360,000 tested, 0.99% active;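 active = activation above the mean activation of all test compounds in the run plus 3 SD, cut at about 38% in these data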
# Target sequence (Q96RJ0 whole entry, looked up): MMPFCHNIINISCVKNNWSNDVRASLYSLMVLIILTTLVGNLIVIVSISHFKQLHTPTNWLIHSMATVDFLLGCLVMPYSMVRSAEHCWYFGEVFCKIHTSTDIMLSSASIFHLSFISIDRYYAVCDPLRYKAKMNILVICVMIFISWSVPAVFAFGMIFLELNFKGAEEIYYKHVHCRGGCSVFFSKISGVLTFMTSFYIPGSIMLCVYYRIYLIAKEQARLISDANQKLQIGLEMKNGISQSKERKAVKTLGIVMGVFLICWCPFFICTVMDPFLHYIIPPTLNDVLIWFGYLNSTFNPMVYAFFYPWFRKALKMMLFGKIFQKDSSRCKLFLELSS
#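 Repeats: no replicates (n 1) | Material: CHO-derived RD-HGA16 cells with stable Gα16 and human TAAR1 | Technique: Kinetic Fluo-8 calcium fluorescence | Schedule: 17-24 h seeding, 75 min 37 °C dye, 30 min RT | Evaluation: % activation from peak over basal fluorescence ratio, DMSO-to-PEA scaled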
# TAAR1 antag – antagonists of human TAAR1 | inhibition, % at 3 µM | Q96RJ0 | AID 624466 | 360,000 tested, 1.5% active | CHO RD-HGA16 TAAR1, Fluo-8 calcium fluorescence, antagonist;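 active = inhibition above a per-plate cutoff, the mean inhibition of test compounds on that plate plus 3 SD, cut at about 49% in these data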;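 also: 0% = DMSO plus EC80 beta-PEA response and 100% = DMSO alone without agonist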
#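 Material: RD-HGA16 CHO cells with stable hTAAR1 and Gα16; Dosing: single nominal final test compound concentration of 3 µM; Schedule: seeding 17-24 h prior, 75-min 37 °C, 30-min RT dye loading; Detection: kinetic Fluo-8 calcium fluorescence measurement; Measure: % inhibition from peak post-agonist over basal fluorescence ratio; Benchmarks: vehicle and agonist controls.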
# CHRM1 antagonist – blocks human M1 muscarinic receptor. P11229. CHO-K1 hM1, Fluo-8 calcium fluorescence, ACh EC80 antagonist. AID 588852. 360,000 tested, 1.3% active. inhibition, % at 3 µM;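 active = percent inhibition above its own plate's cutoff, namely the mean of that plate's compound wells plus 3 SD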;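 also: peak over basal fluorescence ratio during 140 s after agonist addition; 0% = ACh EC80 plus DMSO and 100% = DMSO alone without agonist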
# OXTR potentiate – potentiators of human oxytocin receptor. CHO-OTR cells, Fluo-8 calcium fluorescence, potentiator mode; 0% = oxytocin EC15, 100% = EC100. activation, % at 3 µM. 320,000 tested, 0.061% active;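 active = activation above that plate's cutoff, the mean activation of tested compounds plus 3 SD, cut at about 6.6% in these data, passing the limit was not always enough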;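 also: 100% uses oxytocin at 75 nM as the full agonist control; some results filed as inactive read as strong as hits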
#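 test system = CHO-OTR cells, human receptor | compound = single-point 3.0 µM | schedule = 6 min compound pre-incubation at room temperature, 100 s kinetic read | signal = Fluo-8 no-wash calcium dye fluorescence, excitation 470-495 nm, emission 515-575 nm | repeats = single well per compound, singlicate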
# CHRM1 agonist – agonists of human M1 muscarinic receptor; P11229; 360,000 tested, 0.33% active; CHO-K1 hM1, Fluo-8 calcium fluorescence, agonist mode; 0% DMSO, 100% acetylcholine EC100; activation, % at 3 µM; AID 588814;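 active = activation above the run's mean compound activation plus 3 SD, cut at about 16% in these data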;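 also: peak over basal fluorescence ratio within a 140 s kinetic read after compound addition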
# V1aR counter – counter-screen for oxytocin receptor agonists: human V1a receptor agonists. AID 2797. 320,000 tested, 0.25% active. CHO-V1R cells, Fluo-8 calcium fluorescence, agonist mode; 0% DMSO, 100% 3 nM vasopressin. activation, % at 3 µM. P37288;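 active = activation above the mean activation of all tested compounds plus 3 SD, per screening run, cut at about 20% in these data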;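 also: signal is peak over basal fluorescence ratio across a 100 second FLIPR read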
# An asterisk follows results filed as active; nt = no result given.
SMILES,OXTR agonist,CHO parental Ca,M1 PAM,TAAR1 agonist,TAAR1 antag,CHRM1 antagonist,OXTR potentiate,CHRM1 agonist,V1aR counter
CCOc1ccc(N2C(=O)CC(N(Cc3ccco3)C(=O)CCC(=O)O)C2=O)cc1 (configuration not stated),0.5,-8,7,-1,3,-5,-4,-2,0.1
Cc1cnc(NC(=O)c2cncc(Br)c2)s1,1.0,-12,12,2,-7,-11,-4,-6,1.0
CC(C(=O)Nc1ccccc1)c1ccc(-c2ccccc2)c(F)c1 (configuration not stated),6.7,13,-9,nt,nt,19,-25,2,6.8
CN(CC(=O)Nc1ccccc1Cl)CC(=O)Nc1sc2c(c1C(N)=O)CCC2,-2.9,-35,-6,4,3,-3,-10,-2,-0.5
COCc1[nH]nc2c1C(c1sccc1C)C(C#N)=C(N)O2 (configuration not stated),-0.5,9,-4,-1,0,9,-11,-3,0.6
CC(=O)N/C(=C\c1cccc([N+](=O)[O-])c1)C(=O)NC1CCCCC1,-0.2,-3,5,1,1,-8,-3,-5,-0.3
CCOC(=O)COc1cccc2c(=O)n(CC(=O)NCc3ccccc3)ccc12,-0.9,-5,2,-1,-16,9,2,0,-0.3
CC(C)(C)n1ncc2c(=O)n(CC(=O)N3CCc4ccccc43)cnc21,-2.2,-16,-4,1,11,15,-8,-3,-0.6
COc1ccc(C(=O)NC2CCN(S(=O)(=O)c3ccccc3)CC2)cc1,-1.9,-23,4,-1,-16,-8,-2,-3,5.8
CCN(CC)CCCNC(=O)C1c2ccccc2C(=O)N(CCOC)C1c1ccc(F)cc1 (configuration not stated),0.1,-7,-2,7,-22,4,-1,-2,0.2

# Quoted from the listing.
# For CHRM1 agonist, COc1ccc(C(=O)NC2CCN(S(=O)(=O)c3ccccc3)CC2)cc1 has -3
# For CHRM1 antagonist, COCc1[nH]nc2c1C(c1sccc1C)C(C#N)=C(N)O2 (configuration not stated) has 9

# (more compounds)
SMILES,OXTR agonist,CHO parental Ca,M1 PAM,TAAR1 agonist,TAAR1 antag,CHRM1 antagonist,OXTR potentiate,CHRM1 agonist,V1aR counter
Cc1cc(OCc2cc(C(=O)NCc3csc(C(C)C)n3)no2)cc(C)c1Cl,1.4,-19,-7,5,19,14,-6,-1,3.1
CCOC(=O)C1=C(N)N(c2ccccc2Oc2ccccc2)C(=O)C1,-0.1,-31,5,12,4,-17,-2,-2,-0.6
Cc1csc(NC(=O)CSC2=NS(=O)(=O)c3ccccc3N2)n1,0.1,-1,2,-1,10,-11,1,0,-0.8
Cc1ccccc1Cn1nc(C)c(NC(=O)c2noc3c2CC(C(C)(C)C)CC3)c1C (configuration not stated),-1.5,-35,-2,6,-12,-5,-3,-5,-0.8
Cc1occc1C(=O)NCc1ccc2c(c1)OCO2,-0.4,-13,5,3,-25,-5,-6,-2,-0.5
CCCCC1(C)OC(=O)C(=Cc2ccc(SC)cc2)C(=O)O1 (configuration not stated),-0.3,0,-2,1,-2,-4,-1,0,0.6
COc1ccc(OCCSc2ncccn2)cc1,-0.2,1,9,1,21,-6,-2,-3,-0.6
CCOc1ncccc1C(=O)Nc1ccc(C)c(S(=O)(=O)N2CCCCCC2)c1,-2.3,34*,-2,4,40,-2,-9,-7,-0.7
C/C(=N\NC(=S)NC1CCCCC1)c1cccc(Br)c1,-0.5,-1,9,6,1,-21,1,-9,0.0
CC1(C)Cc2sc3c(=O)[nH]c(=S)[nH]c3c2CO1,-0.4,-9,8,14,-13,-11,-7,-2,0.6
COc1ccc(Cl)cc1NS(=O)(=O)c1cccc(C(=O)NC2CC2)c1,3.2,-9,-2,5,-4,-3,-8,-1,2.7
O=C(Cc1cccs1)N1CCN(C(=O)C2CCCO2)CC1 (configuration not stated),0.2,-9,2,4,1,-4,-8,-5,0.1
Cc1ccccc1Nc1nc(N)nc(COC(=O)[C@@H](NC(=O)c2ccco2)C(C)C)n1,nt,nt,9,0,-21,-14,nt,-1,nt
COC(=O)c1[nH]c2cccc(C)c2c1NC(=O)CN1CCN(C(=O)c2ccco2)CC1,0.6,-15,-5,3,-1,-5,-8,-1,-0.4
CCOCCOCCC(C(=O)OCC)P(=O)(c1ccccc1)c1ccccc1 (configuration not stated),-1.5,-3,4,2,1,2,-7,-1,1.3
O=C(Oc1ccc(C(=S)N2CCOCC2)cc1)c1cccc([N+](=O)[O-])c1,1.1,-8,-7,-1,11,12,-2,-5,0.6
COC(=O)c1ccc(Oc2nc(NC(C)C)nc(NC(C)C)n2)cc1,-1.1,-2,9,3,-33,-20,0,-5,-1.9
COc1ccccc1NC(=O)C1=C(C)Nc2ncnn2C1c1cccs1 (configuration not stated),-0.4,-9,12,6,1,-14,7,-3,-0.5
O=C(NCC(=O)N(c1cccnc1)C(C(=O)NCc1ccco1)c1ccccc1)c1ccco1 (configuration not stated),-0.3,-13,5,9,11,-7,-17,0,-0.6
CC(C)(C)C(=O)/C=C1\SCC(=O)N1CC(=O)N1CCN(c2ccccc2)CC1,0.8,-21,-2,7,38,6,-3,-3,0.4
COc1cccc(NC(=O)CN(C)CC(=O)Nc2ccc(Cl)cc2[N+](=O)[O-])c1,2.7,-18,-2,5,9,-1,-9,-4,1.2
NNC(=O)/C(=C\c1cccs1)NC(=O)c1ccccc1,-0.1,-33,7,2,-13,-5,-2,-4,0.1
CC(C)CNC(=O)CN1C(=O)NC2(CCCc3ccccc32)C1=O (configuration not stated),0.6,-7,-1,1,-11,0,-3,-2,0.0
CCC1=Nc2cc(C(=O)NCc3ccco3)ccc2Sc2ccccc21,-0.5,-15,2,2,11,-11,-2,-9,0.2
COc1cc(S(=O)(=O)N2CCOCC2)ccc1NC(=O)CSc1nnc(N)s1,0.5,0,7,2,-10,-6,-3,-3,0.5
CCN(C[C@H]1N[C@@](C)(C(=O)OC)[C@H]2C(=O)N(C)C(=O)[C@@H]12)C(=O)Nc1ccc(OC)cc1,1.2,-11,16,1,4,-18,-6,-2,0.5
S=C(NC1CCCCCC1)NC1CCCC1,-2.1,-4,10,4,-4,-8,-6,-10,1.1
NS(=O)(=O)c1ccc(CCNC(=O)c2cc(-c3cc(Cl)ccc3O)n[nH]2)cc1,-0.1,-3,4,2,-8,-21,0,-2,0.3
COc1ccc(/C=C2\SC(=S)N(CC(=O)NC3CCS(=O)(=O)C3)C2=O)cc1 (configuration not stated),-0.6,-3,3,1,1,3,0,-1,-0.7
COc1ccc(CNC(=O)CCNC(=O)c2ccc(C(C)(C)C)cc2)cc1OC,nt,nt,-1,0,-22,5,nt,-3,nt

# 14 consecutive records out of the list so far, for reference:
SMILES,OXTR agonist,CHO parental Ca,M1 PAM,TAAR1 agonist,TAAR1 antag,CHRM1 antagonist,OXTR potentiate,CHRM1 agonist,V1aR counter
COC(=O)c1ccc(Oc2nc(NC(C)C)nc(NC(C)C)n2)cc1,-1.1,-2,9,3,-33,-20,0,-5,-1.9
COc1ccccc1NC(=O)C1=C(C)Nc2ncnn2C1c1cccs1 (configuration not stated),-0.4,-9,12,6,1,-14,7,-3,-0.5
O=C(NCC(=O)N(c1cccnc1)C(C(=O)NCc1ccco1)c1ccccc1)c1ccco1 (configuration not stated),-0.3,-13,5,9,11,-7,-17,0,-0.6
CC(C)(C)C(=O)/C=C1\SCC(=O)N1CC(=O)N1CCN(c2ccccc2)CC1,0.8,-21,-2,7,38,6,-3,-3,0.4
COc1cccc(NC(=O)CN(C)CC(=O)Nc2ccc(Cl)cc2[N+](=O)[O-])c1,2.7,-18,-2,5,9,-1,-9,-4,1.2
NNC(=O)/C(=C\c1cccs1)NC(=O)c1ccccc1,-0.1,-33,7,2,-13,-5,-2,-4,0.1
CC(C)CNC(=O)CN1C(=O)NC2(CCCc3ccccc32)C1=O (configuration not stated),0.6,-7,-1,1,-11,0,-3,-2,0.0
CCC1=Nc2cc(C(=O)NCc3ccco3)ccc2Sc2ccccc21,-0.5,-15,2,2,11,-11,-2,-9,0.2
COc1cc(S(=O)(=O)N2CCOCC2)ccc1NC(=O)CSc1nnc(N)s1,0.5,0,7,2,-10,-6,-3,-3,0.5
CCN(C[C@H]1N[C@@](C)(C(=O)OC)[C@H]2C(=O)N(C)C(=O)[C@@H]12)C(=O)Nc1ccc(OC)cc1,1.2,-11,16,1,4,-18,-6,-2,0.5
S=C(NC1CCCCCC1)NC1CCCC1,-2.1,-4,10,4,-4,-8,-6,-10,1.1
NS(=O)(=O)c1ccc(CCNC(=O)c2cc(-c3cc(Cl)ccc3O)n[nH]2)cc1,-0.1,-3,4,2,-8,-21,0,-2,0.3
COc1ccc(/C=C2\SC(=S)N(CC(=O)NC3CCS(=O)(=O)C3)C2=O)cc1 (configuration not stated),-0.6,-3,3,1,1,3,0,-1,-0.7
COc1ccc(CNC(=O)CCNC(=O)c2ccc(C(C)(C)C)cc2)cc1OC,nt,nt,-1,0,-22,5,nt,-3,nt

# Next part
SMILES,OXTR agonist,CHO parental Ca,M1 PAM,TAAR1 agonist,TAAR1 antag,CHRM1 antagonist,OXTR potentiate,CHRM1 agonist,V1aR counter
Cn1c(=O)c2c(ncn2CC(=O)N/N=C/C=C/c2ccccc2[N+](=O)[O-])n(C)c1=O,0.5,-15,nt,nt,nt,nt,-10,nt,0.7
CCCCn1c(-c2csc3c2CCC(C)C3)n[nH]c1=S (configuration not stated),-2.6,-20,-21,7,33,47*,-2,-8,-1.3
NS(=O)(=O)c1ccc(NC(=O)CCc2ccccc2)cc1,-0.7,1,14,6,-5,-2,-4,3,-0.2
C=CCOc1ccc(/C(O)=C2\C(=O)C(=O)N(CCOC)C2c2cccnc2)cc1 (configuration not stated),-0.6,-6,4,8,12,-5,2,0,-0.4
O=C1CCCC2=C1C(c1ccncc1)Nc1ccccc1N2 (configuration not stated),-0.3,5,0,4,0,-16,-4,-1,0.6
CCn1cc(-c2ccccc2)c(C(=O)O)c1-c1ccc(OC)cc1,2.9,11,5,11,-1,-9,-14,2,2.7
CCOC(=O)CC(=O)CSCC(=O)Nc1ccc(C)cc1,-1.4,-27,3,6,-12,-5,-3,-3,0.0

# An unsorted share of the library (roughly 3.7% active in at least one column).
